MsrA inhibitor: inhibits bovine methionine sulfoxide reductase A; purified bovine MsrA, absorbance read-out; inhibition, % at 15.5 µM; 360,000 tested, 0.75% active; in the data active means inhibition above about 4.5%;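 further: 0% = vehicle wells with enzyme and 100% = reference inhibitor wells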
FAS-TE inh: blocks the thioesterase domain of human fatty acid synthase. 360,000 tested, 0.67% active. inhibition, % at 15 µM. recombinant FAS-TE, OMFH fluorogenic substrate, fluorescence endpoint. P49327;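 active means compounds whose normalised, plate-corrected inhibition of enzyme fluorescence in the single-dose primary screen is 50% or more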;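 further: 0% = DMSO with enzyme and 100% = substrate without enzyme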
CSN inh: blocks human CSN-mediated cullin deneddylation. Purified CSN, SCF-Nedd8-OG deneddylation, fluorescence polarization. inhibition, % at 12.5 µM. 360,000 tested, 0.38% active. AID 651999;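 active means pattern-corrected inhibition above about 35%, with an unprinted fluorescence ratio check between 0.5 and 1.5, limit read from the data, passing the limit was not always enough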;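 further: 0% = enzyme with substrate and 100% = substrate without enzyme; some results filed as inactive read as strong as hits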
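Test system: purified human Csn5 enzyme expressed in HEK293T cells. Amount: 0.24 nM enzyme. Reagent: SCFSkp2-Nedd8OG substrate at 10 nM final. Schedule: 90 min incubation of compound, enzyme and substrate at room temperature. Detection: fluorescence polarization. Read-out: % inhibition of substrate cleavage by Csn5.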
E coli Lon inh: inhibitors of E. coli Lon protease; inhibition, % at 7.94 µM; purified E. coli Lon protease, fluorescence polarization; P0A9M0; 360,000 tested, 0.42% active; in the data active means inhibition above about 13%, passing the limit was not always enough;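 further: 0% = enzyme with probe and DMSO and 100% = no enzyme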
PABP1 MLLE inh: blocks PAM2 peptide binding to the PABP1 MLLE domain. P11940. GST-MLLE / FITC-PAM2 fluorescence polarization. inhibition, % at 20 µM. 360,000 tested, 0.36% active; in the data active means inhibition above about 35%, passing the limit was not always enough;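 further: plate controls were DMSO wells with GST-MLLE for no effect and wells lacking GST-MLLE protein for full effect; some results filed as inactive read as strong as hits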
Target sequence (P11940 whole entry, looked up, the tested form may be a part): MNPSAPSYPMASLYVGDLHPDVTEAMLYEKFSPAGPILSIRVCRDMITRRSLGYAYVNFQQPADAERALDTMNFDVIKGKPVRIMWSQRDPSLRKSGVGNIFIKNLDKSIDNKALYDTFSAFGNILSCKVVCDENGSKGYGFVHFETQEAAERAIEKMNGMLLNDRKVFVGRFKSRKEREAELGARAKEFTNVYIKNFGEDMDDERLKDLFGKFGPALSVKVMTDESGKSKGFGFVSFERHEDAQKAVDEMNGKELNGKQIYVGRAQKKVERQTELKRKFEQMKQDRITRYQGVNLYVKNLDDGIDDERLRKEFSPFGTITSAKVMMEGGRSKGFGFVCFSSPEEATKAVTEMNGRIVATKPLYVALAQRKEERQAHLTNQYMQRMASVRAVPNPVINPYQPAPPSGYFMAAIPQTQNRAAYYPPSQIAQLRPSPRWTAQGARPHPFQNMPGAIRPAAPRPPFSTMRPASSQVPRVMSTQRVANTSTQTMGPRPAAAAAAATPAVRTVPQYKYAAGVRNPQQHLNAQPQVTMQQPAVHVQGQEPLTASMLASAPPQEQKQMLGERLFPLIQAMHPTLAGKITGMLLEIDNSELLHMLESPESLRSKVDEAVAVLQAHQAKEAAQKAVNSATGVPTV
MT1-MMP act inh: inhibitors of human MT1-MMP activation. P50281. GFP/RFP ratio change, % at 20 µM. HT1080 RFP-PRO-GFP cells, GFP/RFP ratio fluorescence, overnight; percent of plate control window, DMSO zero. 360,000 tested, 0.061% active;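 active means GFP/RFP ratio change of at least 30% with cell ATP level not reduced by more than half and red fluorescence within 50% of control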; further: strong numbers were not always called active
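Assay system: HT1080 cells carrying an RFP-PRO-GFP reporter | Dosing: Single dose of 20 µM compound, 1% DMSO final | Incubation: Cells overnight before dosing, compound overnight, 37 °C, 5% CO2 | Evaluation: GFP/RFP fluorescence ratio | Control set: DMSO and RFP-L50D-GFP cell wells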
Rin1-Abl PPI inh: human Rin1-Abl interaction inhibition. P00519+Q13671. TR-FRET Rin1/Abl binding, biochemical. inhibition, % at 7.35 µM. 360,000 tested, 0.4% active. AID 588664; in the data active means inhibition above about 5%, passing the limit was not always enough
Rpn11 block: blocks the human proteasome subunit Rpn11; calls only at 20 µM; human 26S proteasome, Ub4-pepOG fluorescence polarization; 20S core pre-blocked with epoxomicin; O00487; AID 588493; 360,000 tested, 0.59% active;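 active means inhibition at 20 µM, scaled to each plate's controls, above about 33%, limit read from the data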
Target sequence (O00487 whole entry, looked up): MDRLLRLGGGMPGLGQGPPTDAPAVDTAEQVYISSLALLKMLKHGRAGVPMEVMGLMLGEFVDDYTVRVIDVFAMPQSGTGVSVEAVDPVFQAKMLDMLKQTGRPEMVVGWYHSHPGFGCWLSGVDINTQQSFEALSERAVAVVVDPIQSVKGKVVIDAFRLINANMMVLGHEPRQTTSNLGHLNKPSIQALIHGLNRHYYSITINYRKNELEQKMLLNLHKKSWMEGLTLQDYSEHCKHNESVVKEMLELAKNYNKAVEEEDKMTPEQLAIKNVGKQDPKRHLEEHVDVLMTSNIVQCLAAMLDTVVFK
MsrA act: activators of bovine methionine sulfoxide reductase A. purified bovine MsrA, absorbance read-out. AID 602163. activation, % at 10.6 µM. 360,000 tested, 0.3% active; in the data active means activation above about 7.5%;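 further: 0% = vehicle and 100% = reference activator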
An asterisk follows results filed as active; i = inactive; · = not tested or not shown; & = joins results of further samples. Not all compounds are listed (hit frequency here may not be typical).

SMILES | MsrA inhibitor | FAS-TE inh | CSN inh | E coli Lon inh | PABP1 MLLE inh | MT1-MMP act inh | Rin1-Abl PPI inh | Rpn11 block | MsrA act
CN1CCN(C(=O)COc2ccc(S(=O)(=O)NCc3ccccc3)cc2Cl)CC1 | 0.3 | -8.4 | -3.8 | -3.9 | -0.8 | 2.1 | 1.9 | i | -1.8
Cc1cc(C=C2C(=O)N(C)C(=S)N(C)C2=O)c(C)n1-c1cccnc1 | -0.3 | -1.7 | 5.6 | -17.6 | -41.2 | -3.2 | 0.7 | i | -0.9
CC(=O)Nc1ccc(OC(=O)c2ccccc2N)cc1 | -0.2 | -4.8 | 3.5 | -6.8 | 1.5 | -0.2 | -0.4 | i | -0.2
Nc1ccc2ccccc2c1 | 0.2 | -1.2 | 3.8 | -10.2 | 8.2 | 7.1 | 0.9 | i | -0.9
COC(=O)C1=C(c2cccc(OC)c2OC)C[C@@H]2CC[C@H]1N2C(=O)NCc1ccc(F)cc1 | 0.7 | -4.4 | -1.2 | 1.4 | -5.0 | 3.8 | -6.1 | i | -2.7
O=c1[nH]c(=O)n(-c2ccccc2F)c(O)c1C=NCCC1=CCCCC1 | -0.6 | -0.3 | -6.4 | -3.5 | -11.9 | -2.4 | 0.8 | i | -2.0
C=CC12CN(C)C3C4COC(CC41)C1(C(=O)Nc4ccccc41)C32 (centres undefined) | -1.4 | -6.0 | 1.9 | -12.7 | -10.1 | -1.3 | 1.7 | i | 0.8
O=c1[nH]c(Cl)ccc1CN1CCOCC1 | -1.1 | -8.5 | -0.6 | -1.2 | -10.1 | 2.6 | 1.6 | i | -0.9
O=C(Nc1ccc(Cl)cc1)O/N=C(\c1ccccc1)c1ccccn1 | 0.1 | 0.1 | 1.2 | -11.8 | -3.9 | -0.3 | -3.0 | i | -1.1
Cc1ccccc1NC(=O)NCCN1CC1 | -0.4 | -1.5 | 1.1 | -8.5 | -0.4 | 1.7 | -0.9 | i | -2.1
O=P(NC1CCCCC1)(Oc1ccccc1)Oc1ccccc1 | -1.6 | 4.1 | -1.8 | -9.8 | -2.4 | 1.8 | 2.8 | i | -1.4
O=C(c1ccccc1)C1CCCN(Cc2nc(-c3cnccn3)no2)C1 (centres undefined) | -0.6 | -0.4 | -1.7 | -9.1 | -0.4 | -4.4 | -1.1 | i | -3.7
COc1ccc(N2CCN(Cc3nc4ccccc4[nH]3)CC2)cc1 | 1.8 | -5.2 | 0.6 | 0.4 | -4.1 | -1.6 | -5.9 | i | 0.6
O=c1[nH]c(=O)n(C2CCCCC2)c(O)c1C=Nc1ccc(N2CCOCC2)cc1 | -0.2 | -12.7 | 3.9 | -2.4 | -11.9 | 3.8 | -0.1 | i | 3.7
CCCCn1c(O)c(C=Nc2c(C)n(C)n(-c3ccccc3)c2=O)c(=O)[nH]c1=O | -0.1 | -9.6 | -4.8 | -6.1 | 2.9 | 1.8 | 4.5 | i | -3.3
CC(C)C(=O)Nc1ccc(N2CCN(C)CC2)c(F)c1 | -0.6 | -6.4 | 6.5 | -3.3 | 1.6 | -0.1 | -2.8 | i | -11.1
CC12CCC(=O)C=C1CCC1C2CCC2(C)C1CCC2(O)CC#N (centres undefined) | 0.2 | -4.1 | -2.9 | -1.6 | 5.9 | 0.8 | 2.8 | i | -1.4
CCC(c1nnnn1Cc1ccccc1)N1CCC(n2c(=O)[nH]c3ccccc32)CC1 (centres undefined) | 0.1 | 0.4 | -3.8 | -4.9 | -4.9 | -18.4 | 4.9 | i | -1.1
Clc1ccc(COC(Cn2ccnc2)c2ccc(Cl)cc2Cl)c(Cl)c1 (centres undefined) | 1.0&-0.4 | 21.7&25.6 | -4.5&-1.7 | 9.0&-1.3 | 3.5&10.0 | -8.2&-10.3 | -2.7&-0.2 | i | 3.7&1.1
CCN1CCC2(CC1)NC(CO)(CO)CO2 | -0.8 | -14.3 | 6.7 | 3.3 | 2.7 | 12.0 | 2.3 | i | -0.4
O=C1c2ccccc2C(=O)N1Cc1nc2ccccc2c(=O)n1-c1ccccn1 | -1.5 | 5.3 | -1.3 | 5.0 | -7.9 | -1.3 | -0.6 | i | -1.9
CCC1C2Cn3c(nc4ccccc43)C1N(C)O2 (centres undefined) | 0.7 | -4.7 | 2.6 | 2.1 | -1.3 | 2.4 | 1.5 | i | -0.8
O=c1[nH]c(=O)n(C2CCCCCC2)c(O)c1C=NCc1cccnc1 | -0.2 | -5.7 | -2.2 | 0.2 | 3.1 | -2.0 | 1.4 | i | -3.3
Cn1c(O)c(C=Nc2ccccc2)c(=O)n(C)c1=O | 5.1* | -7.0 | -4.7 | 7.1 | 0.2 | -2.0 | 2.6 | i | -6.2
O=c1c(C=NCc2cccs2)c(O)n(C2CCCCC2)c(=O)n1C1CCCCC1 | 2.1 | 29.4 | -1.5 | -1.4 | -6.0 | -11.8 | -0.9 | i | -4.7
CCN(CC)c1ccc(CNCCc2ccccc2F)cc1 | -0.7 | -2.8 | -2.4 | -6.4 | 11.5 | 4.5 | 0.8 | i | -8.9
CC(N)Cc1c[nH]c2ccc(OCc3cccs3)cc12 (centres undefined) | -1.5 | -2.7 | 0.0 | -3.6 | -1.9 | -0.1 | 0.6 | i | 0.3
CCOC(=O)C1=C(C)OC(N)=C(C(=O)OC)C12C(=O)Nc1ccc(Br)cc12 (centres undefined) | 0.1 | -3.6 | 2.2 | -8.3 | -5.3 | -7.4 | 3.9 | i | -8.7
COc1ccc(CCNCc2ccsc2)cc1OC | 0.6 | -1.1 | 0.1 | -7.7 | -7.8 | -3.2 | 0.0 | i | -4.7
CCc1ccc(-n2c(O)c(C(C)=O)c(=O)[nH]c2=O)cc1 (tested in a mixture with another compound) | -0.8 | -4.4 | 2.6 | -28.6 | -7.1 | -4.7 | -1.2 | i | -1.8

A few values from the list:
Reading for O=c1c(C=NCc2cccs2)c(O)n(C2CCCCC2)c(=O)n1C1CCCCC1 in PABP1 MLLE inh: -6.0
Reading for CCN1CCC2(CC1)NC(CO)(CO)CO2 in MsrA act: -0.4

(next part)
SMILES | MsrA inhibitor | FAS-TE inh | CSN inh | E coli Lon inh | PABP1 MLLE inh | MT1-MMP act inh | Rin1-Abl PPI inh | Rpn11 block | MsrA act
COC(=O)C1=C(c2ccc(-c3ccccc3)c(F)c2)C[C@@H]2CC[C@H]1N2C(=O)NCCOc1ccccc1 | 2.4 | 36.0 | -1.5 | -0.6 | -3.6 | -0.6 | 2.4 | i | -4.0
CCc1ccc(NC(=O)CN2CC(c3ccccc3)CC2=O)cc1 (centres undefined) | -0.7 | -2.5 | 4.8 | 12.6 | 7.2 | -1.6 | -5.5 | i | -3.4
COC(=O)C1=C(c2ccc(Cl)c(C(F)(F)F)c2)C[C@@H]2CC[C@H]1N2C(=O)NC1CCCCC1 | -0.8 | 26.2 | -6.5 | 12.0 | 2.7 | -3.7 | 0.5 | i | 1.8
COC(=O)C1=C(c2cc3ccccc3o2)C[C@@H]2CC[C@H]1N2C | 0.0 | -12.6 | -7.9 | -2.3 | -2.7 | -4.1 | -1.2 | i | -3.2
Cc1ncoc1C(=O)NCC1=C(c2ccc(S(C)(=O)=O)cc2)C[C@@H]2CC[C@H]1N2CCOc1ccccc1 | -0.7 | -5.9 | -1.8 | -8.7 | 2.1 | -3.3 | -3.5 | i | -1.4
NC(Cc1ccc(Cl)cc1)c1csc(Nc2ncccn2)n1 (centres undefined) | -1.6 | -9.3 | 3.4 | -4.6 | 4.3 | -15.7 | 0.9 | i | -0.6
Cn1c(O)c(C=NCCN2CCOCC2)c(=O)n(C)c1=S | 1.7 | 0.3 | 2.2 | -1.7 | 5.5 | -3.8 | -1.6 | i | 0.3
CCOC(=O)CNC(=O)CSP(=S)(OCC)OCC | -0.1 | -10.0 | -3.7 | 10.3 | 28.7 | · | 0.6 | i | -15.6
CCCCn1c(=O)c(C(=O)NCc2ccccc2Cl)c(O)c2ccccc21 | -0.3 | 26.1 | -1.9 | -16.0 | -8.1 | -3.1 | -1.5 | i | -0.8
CC(=O)OC1CC(OC2C(O)CC(OC3C(O)CC(OC4CCC5(C)C(CCC6C5CC(O)C5(C)C(C7=CC(=O)OC7)CCC65O)C4)OC3C)OC2C)OC(C)C1OC1OC(CO)C(O)C(O)C1O (centres undefined) | 1.7 | -1.6 | -3.2 | 1.1 | -2.6 | -40.0 | -3.5 | i | -0.1
CN1CCCCC1c1ccc(-c2cccnc2)nc1 (centres undefined) | 1.4 | -10.6 | 0.5 | -2.1 | 5.4 | 2.9 | 2.4 | i | -12.4
Nc1ccc2nonc2c1[N+](=O)[O-] | 1.7 | -3.2 | -78.9 | 193.5* | 183.2 | -118.3 | -8.0 | i | -3.6
Nc1c(Cl)cc([N+](=O)[O-])cc1Cl | 1.6 | 0.0 | -4.5 | -6.7 | -5.9 | -10.2 | -3.5 | i | -1.7
COP(=S)(OC)SCN1C(=O)c2ccccc2C1=O | -0.3 | 4.8 | -4.5 | 1.9 | 27.8 | 2.8 | -0.8 | i | -7.0
Cn1cnc([N+](=O)[O-])c1Sc1ccc([N+](=O)[O-])cc1 | 2.9 | 10.0 | 6.3 | -0.7 | 46.7* | 0.6 | 1.9 | i | -1.7
O=C1c2ccccc2-n2nnnc2C2c3ccccc3-n3nncc3CN12 (centres undefined) | -0.4 | -6.6 | 0.8 | 1.6 | 2.8 | 2.5 | 0.7 | i | -4.2
Cc1cc(C(=O)O)c(C)n1C1CC1 | -0.2 | -2.6 | -0.7 | 4.1 | 5.9 | 1.1 | 0.6 | i | -16.5
Nc1cc(N2CCNCC2)ccc1[N+](=O)[O-] | 1.0 | -6.2 | -3.1 | -9.5 | -1.7 | -1.9 | -5.7 | i | -3.6
COc1cccc(OC)c1C(=O)NC(=S)N1C[C@H]2C[C@H](C1)c1cccc(=O)n1C2 | 0.0 | -3.0 | 1.1 | 6.6 | 21.2 | 4.9 | -0.8 | i | -6.5
O=C1NC(=O)N(c2cccc(Br)c2)C(=O)/C1=C/c1ccsc1 | -0.8 | -6.6 | 13.3 | -65.5 | -17.0 | -35.8 | 0.9 | i | -10.8
O=C1NC(=S)N(c2ccc(Br)cc2)C(=O)/C1=C/N1CCN(C(=O)c2ccco2)CC1 | -0.4 | -3.0 | 57.4* | -62.7 | -108.1 | -9.7 | 0.7 | · | -5.0
COP(=O)(OC)C(NS(=O)(=O)c1ccccc1)C(Cl)(Cl)Cl (centres undefined) | 1.0 | -4.1 | -11.5 | -0.7 | -1.8 | 2.5 | 8.0* | i | -6.5
COc1cc(CN2C(=O)NC(=O)C3(Cc4cc(C)ccc4N(C)C3)C2=O)cc(OC)c1 (centres undefined) | 1.2 | 3.6 | 2.6 | 8.1 | 28.1 | -3.2 | 0.6 | i | -1.6
CCN1CCC(NCC2CCCCC2)CC1 | 1.1 | -5.8 | 3.7 | -1.7 | -3.5 | 1.2 | -0.7 | i | -0.6
COC(=O)c1ccccc1NC(=O)N1C[C@@H]2C[C@@H](C1)c1cccc(=O)n1C2 | 0.4 | -8.1 | -5.3 | -1.7 | 6.5 | 3.5 | 0.6 | i | -8.5
Cc1cccc(CN2CCCC(C(=O)c3ccc(C(F)(F)F)cc3)C2)n1 (centres undefined) | -0.8 | 6.7 | 0.7 | 0.6 | 11.1 | -3.6 | 0.5 | i | -3.0

Screening results deposited in PubChem by several laboratories.
